Screening results deposited in PubChem by several laboratories.
TRPC6 inhibitor: blocks the mouse TRPC6 cation channel; B-score at 10 µM; Q61143; hit rate 1.1% among 310,000; HEK293-TRPC6, membrane potential dye, ACh-evoked depolarization; hits give low values;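 active means B-score under library mean minus 3 SD, initial fluorescence not abnormally high, positive integrated signal ratio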;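 further: B-score derived from integrated fluorescence ratio over the kinetic read; more negative B-score means stronger inhibition of depolarization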
Target sequence (Q61143 whole entry, looked up): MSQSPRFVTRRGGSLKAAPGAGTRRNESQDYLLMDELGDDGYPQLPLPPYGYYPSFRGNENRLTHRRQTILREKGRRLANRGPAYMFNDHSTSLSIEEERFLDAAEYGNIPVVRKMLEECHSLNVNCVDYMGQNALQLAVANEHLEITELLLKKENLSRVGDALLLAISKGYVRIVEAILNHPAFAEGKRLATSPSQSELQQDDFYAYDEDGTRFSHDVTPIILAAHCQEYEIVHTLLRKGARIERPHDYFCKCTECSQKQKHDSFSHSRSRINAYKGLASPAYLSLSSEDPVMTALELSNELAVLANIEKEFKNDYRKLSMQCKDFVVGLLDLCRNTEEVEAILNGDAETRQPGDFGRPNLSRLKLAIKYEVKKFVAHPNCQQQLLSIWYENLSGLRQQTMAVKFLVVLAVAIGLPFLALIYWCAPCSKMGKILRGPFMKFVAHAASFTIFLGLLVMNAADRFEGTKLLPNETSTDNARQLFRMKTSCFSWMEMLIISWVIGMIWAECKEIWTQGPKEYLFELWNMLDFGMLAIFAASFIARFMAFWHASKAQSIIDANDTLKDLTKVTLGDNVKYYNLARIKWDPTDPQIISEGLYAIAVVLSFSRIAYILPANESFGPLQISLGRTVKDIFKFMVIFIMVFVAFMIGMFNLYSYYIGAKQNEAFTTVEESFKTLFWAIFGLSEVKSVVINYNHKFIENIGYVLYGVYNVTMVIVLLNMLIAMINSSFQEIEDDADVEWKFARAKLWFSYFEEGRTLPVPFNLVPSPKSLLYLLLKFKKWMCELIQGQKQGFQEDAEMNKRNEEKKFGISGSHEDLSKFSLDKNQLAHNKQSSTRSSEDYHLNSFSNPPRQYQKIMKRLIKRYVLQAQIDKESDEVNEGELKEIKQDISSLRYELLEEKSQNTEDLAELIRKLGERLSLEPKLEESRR
aSyn 5UTR inh: 5' untranslated region of α-synuclein, MLPCN primary screen | alpha-synuclein 5'UTR reporter, inhibitor activity | inhibition, % (tested at 7.5 µM) | hit rate 0.82% among 300,000 | AID 1813; in the data active means inhibition above about 60%;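 further: H4 neuroglioblastoma cells stably carrying SNCA 5'UTR luciferase fusion; 0% = DMSO wells and 100% = positive control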
TRPC6 activator: activates the mouse TRPC6 cation channel | Q61143 | HEK293-TRPC6 membrane potential dye fluorescence; hits give high values | B-score at 10 µM | hit rate 0.13% among 310,000;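 active means B-score of the integrated fluorescence ratio above library mean plus 3 SD, and starting fluorescence ratio within library mean plus 5 SD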;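 further: higher score means more depolarization so channel activation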
SKKanGAS inh: blocks kanamycin growth of S. pyogenes SKKanGAS strain; inhibition, % at 7.5 µM; hit rate 1.3% among 300,000; BacTiter-Glo, 6 h; AID 1662;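 active means mean replicate score, as percent of positive control median, at least 50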;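 further: strain carries kanamycin resistance gene driven by streptokinase promoter and grows in 40 µg/ml kanamycin; loss of luminescence reflects streptokinase promoter inhibition or plain growth inhibition; 0% = median of DMSO wells and 100% = positive control at its reference dose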
MrgX1 antagonist: antagonists of human MrgX1 receptor. Q96LB2. MRGX1-HEK293 calcium flux, Fluo-4, BAM8-22 antagonism; hits give low values. B-score at 10 µM. hit rate 1.3% among 310,000;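 active means calcium-response B-score plate-corrected more than 3 library SD below zero, starting fluorescence within 5 deviations, no agonist response on first addition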;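 further: peak minus trough fluorescence over baseline after final BAM8-22 challenge near maximal dose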
TRPC4 agonist: opens the mouse TRPC4 cation channel. Q9QUQ5. HEK293 TRPC4beta/mu-opioid, Fluo4 calcium fluorescence; hits give high values. B-score at 10 µM. hit rate 0.49% among 310,000. AID 2237;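 active means B-score above 5 SD of library B-scores, and initial fluorescence ratio not above library mean plus 5 SD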;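 further: positive B-score marks a calcium rise read as TRPC4 activation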
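System – HEK293 cells stably co-expressing mouse TRPC4beta and mu-opioid receptor · Signal – Fluo4 calcium-sensitive dye fluorescence, kinetic, 1 Hz baseline · Benchmarks – buffer (low) and maximal DAMGO (high) · Read-out – B score of integrated fluorescence ratio per well · Incubation – dye loading 45 min room temperature, 110 s kinetic read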
HIF activator: HIF pathway transcriptional activation; U2OS HRE-luciferase reporter, luminescence; normalized: DMSO 0%, desferrioxamine 100%; activation, % at 7.5 µM (by protocol); hit rate 0.32% among 300,000;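 active means mean activation of at least 10% of the iron chelator positive control signal, with at least half of replicates also reaching 10%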
IEC-6 cytotox: kills IEC-6 intestinal cells in KLF5 counter-screen; IEC-6 cytotoxicity, luminescence viability; hit rate 0.78% among 290,000; inhibition, % at 5 µM; AID 1825; in the data active means inhibition above about 22%;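 further: 0% = plate median of test compound wells and 100% = cytotoxic reference compound wells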
TRPC4 potent: allosterically enhances the mouse TRPC4 cation channel. Q9QUQ5. hit rate 0.42% among 310,000. HEK293 TRPC4beta/mu-opioid, DAMGO EC20, Fluo-4 Ca2+ flux; hits give high values. B-score at 10 µM. AID 2227;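 active means B-score of calcium response area above 5 SD of library B-scores, with initial fluorescence ratio within 5 SD of library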;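 further: B-score of integrated fluorescence ratio over time as area under calcium response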
KLF5 inhibitor: suppresses KLF5 promoter-driven expression; DLD-1 KLF5 promoter-luciferase reporter, luminescence; inhibition, % at 5 µM; AID 1700; hit rate 0.23% among 290,000;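 active means inhibition above a per-plate limit of that plate's mean compound inhibition plus 3 SD, cut at about 60% in these data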;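 further: 0% = DMSO wells and 100% = LY294002 at 200 µM; higher means less KLF5 promoter-driven luciferase light; inactives centre near -14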
TRPC4 block: blocks the mouse TRPC4 cation channel; hit rate 0.39% among 300,000; HEK293 TRPC4beta/mu-opioid, DAMGO-evoked Fluo4 calcium flux; hits give low values; AID 2247; B-score at 10 µM; Q9QUQ5;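 active means B-score over 3 SD under the library average, no early fluorescence shift, positive overall ratio signal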
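Material: HEK293 cells with stable TRPC4beta plus mu-opioid receptor expression; probe or stimulus: DAMGO in two steps, submaximal then maximal; technique: Fluo4 calcium fluorescence by kinetic imaging, 5 s 1 Hz baseline; measure: integrated fluorescence ratio relative to baseline, converted to per-well B score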
Starred values were filed as active, the others as inactive; i = inactive; x = not tested or not shown.

SMILES | TRPC6 inhibitor | aSyn 5UTR inh | TRPC6 activator | SKKanGAS inh | MrgX1 antagonist | TRPC4 agonist | HIF activator | IEC-6 cytotox | TRPC4 potent | KLF5 inhibitor | TRPC4 block
COc1ccc(C)cc1S(=O)(=O)N1CCC2(CC1)OCCN2S(=O)(=O)c1ccccc1 | i | 13 | i | -6 | i | i | -0.7 | x | i | x | i
CCCSc1nc2c(c(=O)[nH]c(=O)n2C)n1Cc1ccccc1 | i | 37 | i | 5 | i | i | -0.5 | -1 | i | -38 | i
CCOC(=O)COc1ccc([N+](=O)[O-])cc1 | i | 9 | i | 0 | i | i | 0.1 | 0 | i | -7 | i
COc1cccc(NC(=O)c2sc(NC(=O)c3ccncc3)nc2C)c1 | i | 14 | i | -2 | i | i | -0.6 | -5 | i | 1 | i
CSC1=NC(C)(C)C=C(/C=C/c2ccc(Cl)cc2)N1 | i | -96 | i | 3 | i | i | 0.8 | 0 | i | 1 | i
Cc1cn(C(=O)c2ccccc2)c(=S)n1-c1ccc(Cl)cc1 | i | -6 | i | -8 | i | i | 0.6 | -7 | i | -7 | i
O=C(CCCCCNC(=O)c1ccccc1)N/N=C/c1ccc(F)cc1 | i | -11 | i | 10 | i | i | 1.1 | -2 | i | -4 | i
C#CCn1cc(/C=N/NC(=O)COc2cccc3cccnc23)c2ccccc21 | i | -38 | i | 4 | i | i | -0.3 | 8 | i | -33 | i
CCN1C(=O)CSc2ccc(C(=O)OC)cc21 | i | 19 | i | -4 | i | i | -0.2 | 1 | i | 4 | i
COC(=O)CSc1nnc(COc2cccc3ccccc23)o1 | i | -18 | i | 3 | i | i | 0.9 | 6 | i | -25 | i
O=C(CCNS(=O)(=O)c1ccccc1F)N1CCN(Cc2ccccc2)CC1 | i | -4 | i | 20 | i | i | 1.5 | x | i | x | i
CCOC(=O)N1CCN(c2ccc3nnnn3n2)CC1 | i | 11 | i | -19 | i | i | -0.1 | -1 | i | -2 | i
CC1(C)C2CCC1(CS(=O)(=O)N1CCOCC1)C(=O)C2 (stereo not drawn) | i | x | i | 2 | i | i | x | -3 | i | 0 | i
Cc1noc(C)c1CSc1nc2cc(S(=O)(=O)N3CCOCC3)ccc2o1 | x | 8 | x | -7 | i | x | 0.1 | 1 | x | -3 | x
CCOC(=O)c1[nH]c(C)c(C(=O)C(C)C)c1C | i | -61 | i | -4 | i | i | 1.1 | -3 | i | -46 | i
COc1ccc(-c2csc(NC(=O)CSCc3c(C)noc3C)n2)c(OC)c1 | i | 8 | i | 29 | i | i | -0.1 | x | i | x | i
CC(=O)NC1C(=O)N(CCN2CCOCC2)c2ccc(F)cc21 (stereo not drawn) | i | -1 | i | 1 | -5.4* | i | -33 | -2 | i | -22 | i
Cc1ccccc1CN(C)C(=O)c1ccc2ccccc2n1 | i | 2 | i | 10 | i | i | -0.1 | 3 | i | 17 | i
Cc1ccc(C(=O)NCC(=O)NCC(=O)OCc2ccc(Cl)cc2)cc1 | i | -26 | i | -16 | i | i | -49 | -9 | i | -9 | i
CN(C)S(=O)(=O)c1ccc(Cl)c(NC(=O)COC(=O)CN2C(=O)NC(C)(C)C2=O)c1 | i | -7 | i | -7 | i | i | 0.3 | 2 | i | -12 | i
CCOCCn1c(SCC(=O)OCc2ccccc2)nc2c1c(=O)[nH]c(=O)n2C | i | 2 | i | -5 | i | i | -0.1 | x | i | x | i
O=C1CN(C(=O)CC2c3ccccc3-c3ccccc32)CC(=O)N1 | i | -9 | i | -2 | i | i | -0.2 | 1 | i | -22 | i
COc1cc(/C=C2\CCCc3c2nc2ccccc2c3C(=O)O)cc(Br)c1O | i | -4 | i | 9 | i | i | -0.5 | -2 | i | -10 | i
NC(=O)N/N=C/c1c(O)ccc2oc3c(c12)CCCC3 | i | -2 | i | 10 | i | i | -0.4 | 2 | i | -10 | i
Clc1ccc(CSc2cc3c(nn2)-c2ccccc2CC3)cc1 | i | x | i | 2 | i | i | x | -4 | i | -36 | i
CCOC(=O)C1CCN(C(=O)CCn2c(=O)[nH]c3ccccc3c2=O)CC1 | i | -30 | i | 5 | i | i | -0.1 | 4 | i | -15 | i
C#CCOc1ccc2ccccc2c1/C=C(/C#N)c1ccc(C(=O)O)cc1 | i | 5 | i | 21 | i | i | -22 | -10 | i | 9 | i
CC1CCCCN1C(=O)Nc1cccc(C(F)(F)F)c1 (stereo not drawn) | i | -18 | i | -11 | i | i | 0.1 | -3 | i | -15 | i
O=C(CN(Cc1ccc(Br)cc1)S(=O)(=O)c1ccccc1)NCC1CCCO1 (stereo not drawn) | i | 7 | i | -2 | i | i | -0.3 | 1 | i | -46 | i
N#Cc1ccc(Oc2c(Cl)cncc2Cl)cc1 | i | -29 | i | 1 | i | i | -1.5 | -1 | i | -5 | i
O=C(COC(=O)c1cccc(OC(F)F)c1)NC1CCCC1 | i | -3 | i | -2 | i | i | -1.0 | 1 | i | -30 | i
CCC(C)NC(=S)N1CCN(C)CC1 (stereo not drawn) | i | -5 | i | 4 | i | i | 0.0 | -1 | i | -10 | i
CC(=O)Nc1ccc(OC(=O)c2cccs2)cc1 | i | -13 | i | -3 | i | i | 0.3 | 5 | i | 23 | x
O=C(COc1ccccc1C(=O)NCc1ccncc1)Nc1ccc(Br)cc1 | i | 0 | i | -4 | i | i | -0.1 | 2 | i | 3 | i
Nc1cc(C(=O)O)ccc1N1CCCCCC1 | i | 17 | i | -9 | i | i | -0.1 | -2 | i | -22 | i
O=C1CC(Cc2ccccc2)C(=O)N1CCCn1ccnc1 (stereo not drawn) | i | -23 | i | 0 | i | i | -0.2 | 2 | i | 0 | i
COc1ccc(NC(=O)CSc2nnnn2C2CCCC2)cc1 | i | 12 | i | -8 | i | i | 1.3 | 3 | i | -21 | i
COc1ccc(C(=O)c2cnc3cc4c(cc3c2C)OCO4)cc1 | i | 6 | i | -4 | i | i | -26 | -3 | i | -28 | i
CC1CC(C)(C)CC2(C1)NC(=S)N(c1ccccc1)N2 (stereo not drawn) | x | 9 | x | 1 | i | x | 0.3 | 0 | x | -33 | x
O=c1[nH][nH]c(C(F)(F)F)c1C=NCc1cccc(Cl)c1 | i | -6 | i | -1 | i | i | -1.5 | 2 | i | -20 | i
CCn1c(SCc2ccccc2F)nnc1-c1ccncc1 | i | 5 | i | -3 | i | i | -2.4 | 2 | i | -29 | i
O=C(CCS(=O)NCc1ccccc1)NCc1ccccc1 (stereo not drawn) | i | -4 | i | -1 | i | i | -3.7 | 2 | i | -46 | i
Cn1c(=O)c(=O)n(C)c2cc([N+](=O)[O-])c([N+](=O)[O-])cc21 | i | -38 | i | -3 | i | i | 0.3 | -4 | i | -36 | i
S=c1[nH]nc(C2CCCCC2)n1/N=C/c1cccs1 | i | -3 | i | 0 | i | i | 0.1 | 5 | i | -34 | i
COc1ccc(C2=NOC3(CC(=O)N(c4ccc(C)cc4)C3=O)C2)c(OC)c1 (stereo not drawn) | i | -12 | i | x | i | i | 0.1 | -2 | i | 2 | i
COc1ccc(OC)c(C(C(=O)NC2CCCCC2)N(Cc2ccco2)C(=O)c2ccccn2)c1 (stereo not drawn) | i | -8 | i | 4 | i | i | 0.4 | -3 | i | -7 | i
N=c1oc2ccccc2cc1C(=O)Nc1ccc(F)cc1 | i | -154 | i | 6 | i | i | 3.7 | -5 | i | -173 | i
COc1cc(/C=N/NC(=O)CNc2n[nH]c(=O)[nH]c2=O)ccc1OCc1ccccc1 | i | -75 | i | 0 | i | i | 0.7 | 3 | i | -16 | i
CNC(=O)c1cc2c(s1)CCCCCC2 | i | 21 | i | -5 | i | i | -0.2 | 1 | i | -22 | x
N#C/C(=C/c1ccc(-c2ccccc2[N+](=O)[O-])o1)C(=O)NCCN1CCCCC1 | i | -5 | i | -13 | i | i | -0.5 | -5 | i | -9 | i
O=C(CC1NC(=S)NC1=O)c1ccc(Cl)cc1 (stereo not drawn) | i | 7 | i | 0 | i | i | -0.2 | -4 | i | -10 | i
COc1ccc(NC(=O)COC(C)=O)cc1Cl | i | -2 | i | -2 | i | i | -0.1 | -1 | i | -15 | i
Cn1c(OCc2cccnc2)nc2c1c(=O)n(Cc1ccccc1)c(=O)n2C | i | -1 | i | 0 | i | i | -0.1 | 4 | i | -34 | i
COc1cc(C2C(C(=O)c3ccc(C)o3)=C(O)C(=O)N2Cc2ccccc2)ccc1O (stereo not drawn) | i | -3 | i | 19 | i | i | 0.2 | x | i | x | i
Nc1c(-c2ccccc2)cnn1-c1ccc(C(=O)O)cc1 | i | -130 | i | 1 | i | i | 2.2 | 0 | i | -84 | i
NC(=S)NNC(=O)/C(=C/c1ccc(Br)cc1)NC(=O)c1ccccc1 | i | -7 | i | -12 | i | i | 0.1 | -4 | i | -21 | i
O=C(C1CC1)N1CCN=C1SCc1ccccc1 | i | -11 | i | -1 | i | i | 0.3 | -4 | i | -14 | i
CN(C)c1ccc(C(=O)NCc2ccc3c(c2)CCO3)cc1 | i | -27 | i | -3 | i | i | 0.5 | -7 | i | -17 | i
CC1CC(C)CN(C(=O)C2CCN(S(=O)(=O)c3cccc4cccnc34)CC2)C1 (stereo not drawn) | i | 24 | i | 1 | i | i | 0.2 | -2 | i | -6 | i
CCc1nc2ccc(C(=O)N3CCN(c4ccc([N+](=O)[O-])cc4)CC3)cc2nc1CC | i | 36 | i | 16 | i | i | -0.8 | 0 | i | -9 | i

Next section:
SMILES | TRPC6 inhibitor | aSyn 5UTR inh | TRPC6 activator | SKKanGAS inh | MrgX1 antagonist | TRPC4 agonist | HIF activator | IEC-6 cytotox | TRPC4 potent | KLF5 inhibitor | TRPC4 block
O=C(N/N=C/c1ccc(-c2ccc([N+](=O)[O-])cc2)o1)C(O)c1ccccc1 (stereo not drawn) | i | 13 | i | -10 | i | i | -0.3 | -6 | i | 1 | i
CCOC(=O)N1CCN(C(=O)COC(=O)CNC(=O)c2ccc(Cl)cc2Cl)CC1 | i | -2 | i | 11 | i | i | 0.4 | x | i | x | i
Cc1ccc(-c2ccc(=O)n(Cc3c(F)cccc3Cl)n2)cc1 | i | -2 | i | 3 | i | i | -0.8 | -1 | i | -18 | i
O=S(=O)(NC(=NCc1ccccc1)c1ccccc1)c1ccccc1 | i | -7 | i | -10 | i | i | 1.9 | 2 | i | -31 | i
